# GLP1R ag = qHTS of GLP-1 Receptor Agonists | AID 624172, 2012 | Potency, µM (titrated, usually from 45.6 µM), for inactives: top-dose activation, most hits filed as activators | Glucagon-like peptide 1 receptor (Homo sapiens), P43220 | HEK293 GLP-1R CRE-luciferase, luminescence, 4-6 h; cells express a hypersensitive GLP-1R form | 380,000 tested, 0.007% active; further: potency means the concentration at half of the fitted maximal effect; % of control where 0% means no effect
# Target sequence (P43220 whole entry, looked up): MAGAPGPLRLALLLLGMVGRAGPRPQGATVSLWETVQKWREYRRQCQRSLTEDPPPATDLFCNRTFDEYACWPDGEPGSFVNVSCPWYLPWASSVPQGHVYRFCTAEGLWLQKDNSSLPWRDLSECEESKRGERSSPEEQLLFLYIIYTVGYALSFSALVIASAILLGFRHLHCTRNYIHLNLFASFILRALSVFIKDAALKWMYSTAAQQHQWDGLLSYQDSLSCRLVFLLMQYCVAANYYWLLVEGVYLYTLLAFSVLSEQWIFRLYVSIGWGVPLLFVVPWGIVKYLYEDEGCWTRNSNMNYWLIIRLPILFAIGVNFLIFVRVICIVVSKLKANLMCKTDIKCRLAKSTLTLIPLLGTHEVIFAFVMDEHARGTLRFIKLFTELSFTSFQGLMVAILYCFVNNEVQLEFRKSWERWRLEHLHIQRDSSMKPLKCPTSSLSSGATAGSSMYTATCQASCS
# D3 antag = qHTS of D3 Dopamine Receptor Antagonist: qHTS. D(3) dopamine receptor (Homo sapiens), P35462. D3R cells, DiscoveRx beta-arrestin luminescence, antagonist mode; hits give low values. max response, negative = inhibition, %. 360,000 tested, 2.5% active; in the data active means max response below about -50%; inconclusive means no clear call, values can overlap the other calls; further: on the % scale 0 is the no-effect control and ±100 the full control effect; mostly tested at two doses, the higher about 12 µM
# Target sequence (P35462 whole entry, looked up): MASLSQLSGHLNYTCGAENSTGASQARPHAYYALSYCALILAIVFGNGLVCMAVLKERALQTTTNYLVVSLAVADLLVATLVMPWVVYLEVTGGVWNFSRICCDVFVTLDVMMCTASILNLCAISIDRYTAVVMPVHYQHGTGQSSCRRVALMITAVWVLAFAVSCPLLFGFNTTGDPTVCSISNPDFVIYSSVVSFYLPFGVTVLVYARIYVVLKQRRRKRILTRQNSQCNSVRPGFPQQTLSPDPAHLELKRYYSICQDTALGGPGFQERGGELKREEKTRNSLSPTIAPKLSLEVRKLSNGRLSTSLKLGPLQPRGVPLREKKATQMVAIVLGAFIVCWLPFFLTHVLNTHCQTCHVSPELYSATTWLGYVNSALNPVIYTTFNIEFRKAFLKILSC
#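 Cells plated overnight at 1500 cells/well, then exposed to library compounds with dopamine controls for 90 minutes at 37 degrees C. DiscoveRx reagent added for 30–60 minutes at room temperature; luminescence read, quantitative HTS format.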
# KB-3-1 tox = qHTS assay for MDR1-selective chemotherapeutics: Primary screen using the parental adenocarcinoma cell KB-3-1; KB-3-1 viability, CellTiter-Glo ATP luminescence, 72 h; Potency, µM (doses to about 46.1 µM), inactives show at the top dose activity change, negative = cytotoxic, most hits filed as cytotoxic; 400,000 tested, 1.4% active; further: potency means the concentration at half of the fitted maximal effect; on the % scale 0 is the no-effect control and ±100 the full control effect; nearly all actives have a fitted effect of over 60% in size
#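 Parental KB-3-1 viability, qHTS format: 72 h compound exposure, 37 °C; CellTiter-Glo; media-only wells and DMSO plates as controls; concentration-effect fits on corrected data.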
# HT1080 IDH1KD tx = qHTS for induction of synthetic lethality in tumor cells producing 2HG: qHTS for the HT-1080-IDH1KD cell line | HT-1080 IDH1 knockdown viability, ATP luminescence, 48 h | AID 686971, 2013 | Potency, µM (titrated, usually from 46.1 µM), without a hit: at the highest dose activity, negative = toxicity, hits mostly cytotoxic | 360,000 tested, 2% active;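 further: potency means the concentration at half of the fitted maximal effect; 0% = DMSO wells and -100% = cell-free medium wells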
#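 % activity derives from luminescence (CellTiter-Glo), normalised to DMSO and no-cell wells. HT-1080-IDH1KD cells, 750/well, had 48 h compound exposure at 37 °C.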
# DRD3 agonist = qHTS of D3 Dopamine Receptor Agonist: qHTS; D(3) dopamine receptor (Homo sapiens), P35462; D3R DiscoveRx beta-arrestin cells, luminescence, 90 min; max activation, %; 410,000 tested, 0.58% active; in the data active means max activation above about 30%; further: 0% is about no effect; mostly tested at two doses, the higher about 12 µM
#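 Agonist mode: compounds and dopamine controls were applied to plated cells for 90 min at 37 degrees C after an overnight attachment at 1500 cells/well. Luminescent read-out followed 30 - 60 minutes at room temperature with DiscoveRx detection reagent.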
# KB-V1 MDR tox = qHTS assay for MDR1-selective chemotherapeutics: Primary screen using the drug-selected MDR subline cells KB-V1. KB-V1 MDR cells viability, CellTiter-Glo, 72 h. Potency, µM (highest dose often 46.1 µM), inactives show at the highest dose activity change, negative = cytotoxicity, hits mostly cytotoxic. 400,000 tested, 3.4% active. AID 1347076, 2019; further: potency means the concentration at half of the fitted maximal effect; on the % scale 0 is the no-effect control and ±100 the full control effect; nearly all actives have a fitted effect of over 60% in size
#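 KB-V1 cells (P-gp-expressing MDR subline of KB-3-1) in phenol-red-free DMEM with 10% FBS were exposed to library compounds over a concentration series for 72 h at 37 degrees C. Viability read by CellTiter-Glo luminescence; concentration-effect curves fitted after normalization.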
# SW480 rereplic = A quantitative high throughput screen for small molecules that induce DNA re-replication in SW480 colon adenocarcinoma cells; SW480 DNA re-replication, Hoechst DNA content imaging, 48 h; 340,000 tested, 1.8% active; Potency, µM (doses to about 46.1 µM), inactives show at the highest dose re-replication activation, usual class: activators; AID 624297, 2012; further: potency means the concentration at half of the fitted maximal effect; % of control where 0% means no effect; nearly all actives have a fitted effect of over 55% in size
#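 First, 250 cells per well were seeded. Next, compound or vehicle (23 nL) was pinned in, plates sat 48 hr at 37 C. Finally Hoechst was added for 40 min before fluorescence scanning.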
# IL-1B inflam inh = qHTS for Inhibitors of Inflammasome Signaling: IL-1-beta AlphaLISA Primary Screen; THP-1 LPS/ATP IL-1B secretion, AlphaLISA, 16 h; hits give low values; AID 743279, 2014; 360,000 tested, 4.7% active; activity change, % at 57.5 µM; in the data active means activity change below about -50%; inconclusive means mostly about -30% to -49%; further: on the % scale 0 is the no-effect control and ±100 the full control effect
#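 THP-1 cells pretreated 1 hr with compounds (up to 57.5 uM final), then stimulated with LPS (250 ng/mL final) plus ATP (1.25 mM final); secreted IL-1B measured by AlphaLISA after 16 hr, decreased signal indicating inhibition.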
# HT1080NT lethal = qHTS for induction of synthetic lethality in tumor cells producing 2HG: qHTS for the HT-1080-NT fibrosarcoma cell line; HT-1080-NT fibrosarcoma viability, CellTiter-Glo ATP luminescence, 48 h; Potency, µM (doses to about 46.1 µM), for inactives: top-dose activity, negative = less viability, actives largely listed as cytotoxic; 360,000 tested, 1.6% active;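 further: NT is the 2HG producing partner of a matched IDH1 knockdown line; potency means the concentration at half of the fitted maximal effect; 0% = DMSO-treated cells and -100% = media-only wells without cells; nearly all actives have a fitted effect of over 55% in size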
#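 Luminescent CellTiter-Glo readout after 48 hours of compound exposure at 37 degrees C defined viability of HT-1080-NT cells. Activity was normalized to DMSO wells and cell-free media wells; concentration-response curves were fitted and assigned curve classes.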
# The depositor's hits bear a star; u = inconclusive; x = no result given; & = joins results of further samples; [ ] = another dose, or the depositor's remark. Unless noted, the call rests on the fitted dose curve; in most records, active means well fitted curve in the direction sought with a large enough effect; inconclusive means small, poorly fitted or top-dose-only effect, or another doubt; inactive means no such curve, though single readings can be large; an effect the other way counts as inactive or inconclusive.
SMILES,GLP1R ag,D3 antag,KB-3-1 tox,HT1080 IDH1KD tx,DRD3 agonist,KB-V1 MDR tox,SW480 rereplic,IL-1B inflam inh,HT1080NT lethal
CCn1c(SCC(=O)NCCOC)nc2sc3c(c2c1=O)CCCC3,-2%,-11,0%,-2%,1,-24%,-6%,9,5%
COc1ccc(-c2nc3ccccc3c(=O)n2CCOc2cc(C)ccc2C)cc1,-5%,8,1%,7%,-2,-6%,-3%,16,2%
CCOP(=O)(OCC)C(Nc1cccc([N+](=O)[O-])c1)c1ccccc1 (configuration not stated),6%,-6,-5%,-19%,-8,-15%,0%,15,-2%
COc1ccc(NC(=O)c2ccc3ncsc3c2)c2ccccc12,13%,-25,x,8%,-11,x,7%,-2,-1%
Cc1ccc(C)c(NC(=O)C2COc3ccccc3O2)c1 (configuration not stated),18%,7,-7%,21%,1,-8%,-8%,-12,16%
Cc1ccc(CNC(=O)C2CC3Cn4c(nc5cc6ccccc6cc54)C3N2C)o1 (configuration not stated),-3%,-1,-8%,-3%,-12,-6%,-9%[9.22 µM],19,2%
CCCN(CCC)C(=O)COc1cc(=O)n(CC)c2ccccc12,6%,-2,-3%,7%,0,-1%,-4%,20,10%
COC(=O)[C@H](Cc1ccccc1)NC(=O)[C@@H](N)CC(=O)O,3%&6%,1,0%,2%,11&-11&-5,21%,-9%&0%,3,22%
COc1cccc(/C=C/C(=O)OCC(=O)NC(=O)NC2CCCCC2)c1,5%,-11,0%,14%,-6,-15%,-4%,0,6%
c1ccc(-c2cccs2)nc1,7%,-3,15%,u,-15,-3%,40%,x,4%
CC(=O)c1ccc(OC2(C)CCN(Cc3ccc4c(c3)OCCO4)C2)cc1 (configuration not stated),10%,-69*,0%,4%,-10,-4%,x,19,11%
Cc1noc(C)c1S(=O)(=O)N1CCN(c2ccccc2Cl)CC1,-1%,-2,-6%,-4%,-12,-25%,1%,1,-7%
CCOc1ccc(-c2csc3nc[nH]c(=O)c23)cc1,-6%,7,3%,7%,-4,12%,-4%,u,-1%
COc1cccc(CN(C)CC(=O)Nc2cccc(S(=O)(=O)N(C)c3ccccc3)c2)c1OC,2%,38,u,-2%,16,2.6µM*,-2%,-11,3%
Cc1ccc(S(=O)(=O)N2CCN(S(=O)(=O)c3ccccc3)C2)cc1,1%,-51*,1%,-3%,3,u,-2%,0,1%
CCN(CC)C(=O)c1cccc(-c2csc(C(C)(O)c3ccc(F)c(F)c3)n2)c1 (configuration not stated),-1%,0,0%,u,2,u,x,-8,u
CCOC(=O)c1[nH]c2ccc(C)cc2c1NC(=O)CN1CCCCC1,4%,-10,-4%,-4%,-24,-9%,3%,-12,-6%
CCCC(=O)Nc1cc(C(=O)O)ccc1Sc1ccccc1,1%,7,5%,2%,3,u,1%,18,3%
COCCCN1C(=O)C(=O)/C(=C(/O)c2ccc3c(c2)CC(C)O3)C1c1cccnc1 (configuration not stated),9%,-2,16%,2%,1,15%,10%,13,16%
CCc1nc(SCC(=O)Nc2ccnc3ccccc23)n[nH]1,0%,5,-6%,0%,4,8%,0%,12,0%
Cc1ccc(C(=O)N(C)CC(=O)Nc2ccc(Cl)c(C(F)(F)F)c2)cc1S(=O)(=O)N1CCCCC1,-2%,-16,u,u,-3,u,u,-23,u
CCc1cc2c(SCC#N)ncnc2s1,2%,13,-2%,24%,9,19%,4%,-3,11%
CC(C1CC1)N(Cc1ccccc1)C(=O)NC(=O)c1ccc(F)cc1 (configuration not stated),1%,14,-2%,-4%,1,-16%,3%,-15,0%
CCOc1ccc(OCC)c(NC(=O)CSc2nnc(Cn3cnc4ccccc43)n2C)c1,7%,-24,-23%,8%[9.24 µM],8,u,0%,-18,0%
COc1ccc(-n2c(C)c(C(C)=O)c3cc(OCC(N)=O)ccc32)cc1,10%,-3,15%,-9%,-12,-7%,2%,-16,-7%
CC1CN(C(=O)c2ccc(NS(=O)(=O)c3cccc(Cl)c3)cc2)CC(C)O1 (configuration not stated),-10%,-18,7%,-6%,-6,-19%,-4%,-12,-5%
NC(=O)CSc1nnc(COc2ccc3ccccc3c2)o1,1%,3,28%,15%,-1,20%,u,-6,-1%
CCOC(=O)c1cnn(-c2cc(C)nc3c(-c4ccccc4)cnn23)c1N,1%,u,0%,-3%,3,-6%,-2%,-13,-1%
O=C(Nc1cc(S(=O)(=O)N2CCOCC2)ccc1O)c1ccc(NS(=O)(=O)c2ccc(Cl)s2)cc1,7%,-11,1%,-3%,-3,-21%,106%,15,-1%
CCOc1ccccc1CNCc1ccc(F)cc1,2%,-13,-24%,6%,-12,-24%,-1%,-51*,-16%
CCn1cc2nc(SCC(=O)Nc3ccc(OC)c(OC)c3)n(Cc3ccc(OC)cc3)c(=O)c2n1,11%,4,23%,-18%,-8,-5%,-8%,0,-21%
COc1ccc(CC(=O)OCC(=O)Nc2ccc(Cl)c(S(=O)(=O)N(C)C)c2)cc1,-3%,-8,-1%,5%,-3,3%,-15%,14,7%
CC(=O)c1ccc(OCc2cc(C(=O)N3CCCCC3c3cccnc3)no2)cc1 (configuration not stated),0%,-4,-23%,u,2,u,0%,u,-10%
COc1ccc(C(=O)CCC(=O)N2CCN(c3ccc(C)cc3)C(C)C2)cc1 (configuration not stated),0%,0,1%,-1%,20,-8%,-14%,u,0%
CC(=O)N(Cc1cccc(Br)c1)c1ccc(N2CCOCC2)c(Cl)c1,24%,61,2%,-3%,-5,u,-4%,-2,-7%
C=CCOc1ccc(C2C(C(=O)c3cccs3)=C(O)C(=O)N2c2nnc(C)s2)cc1 (configuration not stated),2%,-63*,-1%,20%,-13,u,2%,-3,17%
CC(C)CCNC(=O)C1CCC(=O)N1CCc1ccccc1 (configuration not stated),4%,-29,-16%,2%,-21,-27%,9%,3,1%
O=C(c1ccc(OC2CCN(CCCc3ccccc3)CC2)cc1)N1CCCC1,5%,u,-1%,-8%,-12,-10%,4%,-25,-12%
COc1ccc(OC)c(NC(=O)CSc2nnc(CNc3ccc(C)cc3C)o2)c1,-2%,-2,-1%,5%,-2,2%,-5%,8,3%
COc1cccc2cc(C(=O)N3CCCCCCC3)c(=O)oc12,-6%,-4,-3%,3%,-9,2%,11%,-1,6%
CN=C1S/C(=C\c2ccc(N3CCCC3)c(F)c2)C(=O)N1C,10%,8,-1%,-9%,28,u,13µM*,-28,4%
COc1ccc(C(=O)Nc2ccc(NC(=O)c3ccccc3)cc2)cc1S(=O)(=O)N1CCOCC1,2%,16,-11%,u,2,7%,4%,23,-33%
c1ccc(-c2[nH]ncc2CN2CCc3ccccc3C2)cc1,5%,u,10%,-19%,-26,-25%,0%,-1,-16%
Cc1nc2cc(C(=O)OCC(=O)NC34CC5CC(CC(C5)C3)C4)ccc2n1-c1ccccc1,25%,24,16%,3%,-7,18%,-3%,-66*,-13%
Cc1ccc(NC(=O)C2CCCCC2)cc1C,6%,6,-2%,9%,5,15%,-16%,u,0%
COc1ccc(OCCCN2CCc3ccccc3C2)cc1,-3%,-109*,14%,-11%,-19,0%,3%,-12,-7%
O=C(CCCOc1ccc(Cl)cc1Cl)NCC1CCCO1 (configuration not stated),14%,17,-5%,-9%,-13,-16%,-10%,-11,-5%

# 10 structures out of the list, arranged by number of heavy atoms, low to high.
SMILES,GLP1R ag,D3 antag,KB-3-1 tox,HT1080 IDH1KD tx,DRD3 agonist,KB-V1 MDR tox,SW480 rereplic,IL-1B inflam inh,HT1080NT lethal
COC(=O)[C@H](Cc1ccccc1)NC(=O)[C@@H](N)CC(=O)O,3%&6%,1,0%,2%,11&-11&-5,21%,-9%&0%,3,22%
CCc1nc(SCC(=O)Nc2ccnc3ccccc23)n[nH]1,0%,5,-6%,0%,4,8%,0%,12,0%
CCCN(CCC)C(=O)COc1cc(=O)n(CC)c2ccccc12,6%,-2,-3%,7%,0,-1%,-4%,20,10%
CC(C1CC1)N(Cc1ccccc1)C(=O)NC(=O)c1ccc(F)cc1 (configuration not stated),1%,14,-2%,-4%,1,-16%,3%,-15,0%
COc1ccc(-n2c(C)c(C(C)=O)c3cc(OCC(N)=O)ccc32)cc1,10%,-3,15%,-9%,-12,-7%,2%,-16,-7%
CCOC(=O)c1cnn(-c2cc(C)nc3c(-c4ccccc4)cnn23)c1N,1%,u,0%,-3%,3,-6%,-2%,-13,-1%
O=C(c1ccc(OC2CCN(CCCc3ccccc3)CC2)cc1)N1CCCC1,5%,u,-1%,-8%,-12,-10%,4%,-25,-12%
COc1ccc(-c2nc3ccccc3c(=O)n2CCOc2cc(C)ccc2C)cc1,-5%,8,1%,7%,-2,-6%,-3%,16,2%
Cc1nc2cc(C(=O)OCC(=O)NC34CC5CC(CC(C5)C3)C4)ccc2n1-c1ccccc1,25%,24,16%,3%,-7,18%,-3%,-66*,-13%
Cc1ccc(C(=O)N(C)CC(=O)Nc2ccc(Cl)c(C(F)(F)F)c2)cc1S(=O)(=O)N1CCCCC1,-2%,-16,u,u,-3,u,u,-23,u
